Assay outcomes as filed in PubChem BioAssay.
14-3-3g Raf = modulators of 14-3-3 gamma protein binding, primary screen, biochemical, fluorescence polarization; hit rate 0.19% among 160,000; FP, 14-3-3gamma / TMR-pS259-Raf peptide binding; inhibition, % at 40 µM; 14-3-3 protein gamma (Homo sapiens), P61981; in the data active = inhibition above about 30%;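 note: 0% = protein plus tracer without compound and 100% = blank with tracer alone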
Target sequence (P61981 whole entry, looked up): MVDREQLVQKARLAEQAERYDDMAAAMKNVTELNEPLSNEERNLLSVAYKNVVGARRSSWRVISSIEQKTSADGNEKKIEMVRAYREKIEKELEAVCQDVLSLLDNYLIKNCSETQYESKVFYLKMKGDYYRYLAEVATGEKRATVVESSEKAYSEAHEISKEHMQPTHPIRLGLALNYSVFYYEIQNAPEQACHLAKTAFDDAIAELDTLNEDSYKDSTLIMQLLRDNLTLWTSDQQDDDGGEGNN
* hit, by the source's call; & = joins results of further samples. An excerpt. The share of hits here may be higher or lower than overall.

The first 5 compounds as a preview:
SMILES	14-3-3g Raf
O=C(CN1CCN(S(=O)(=O)c2ccc(Cl)cc2)CC1)Nc1cccc(C(F)(F)F)c1	-6.8
O=S(=O)(Nc1ccccn1)c1ccc(Br)s1	-21.2
COc1ccc(CC(=O)Nc2cc(OC)c(OC)cc2C(=O)O)cc1	-7.3
CCCN1CCN(c2ncnc3sc(C(=O)NC4CCCCCC4)c(C)c23)CC1	-17.4
Cc1[nH]nc2c1C(=O)CC(C)(C)C2	5.2

This part in full (from the top)
SMILES	14-3-3g Raf
O=C(CN1CCN(S(=O)(=O)c2ccc(Cl)cc2)CC1)Nc1cccc(C(F)(F)F)c1	-6.8
O=S(=O)(Nc1ccccn1)c1ccc(Br)s1	-21.2
COc1ccc(CC(=O)Nc2cc(OC)c(OC)cc2C(=O)O)cc1	-7.3
CCCN1CCN(c2ncnc3sc(C(=O)NC4CCCCCC4)c(C)c23)CC1	-17.4
Cc1[nH]nc2c1C(=O)CC(C)(C)C2	5.2
COc1ccc(NC2=C(Cl)C(=O)N(c3ccc(C)cc3C)C2=O)cc1	-10.3
CCOC(=O)c1c(C)c(C(=O)NCCN2CCOCC2)c(C)n1C	-0.9
C=CCOC(=O)C1=C(C)NC2=C(C(=O)CC(C)(C)C2)C1c1cc(Br)c(O)c(OCC)c1 (stereo not given)	5.2
Cc1cccc(OCC(=O)NS(=O)(=O)c2ccccc2)c1	-8.3
O=C(CCn1c(=O)[nH]c2ccccc2c1=O)NCCc1ccccc1	-11.4
COC(=O)c1ccc(COc2ncnc3c(Cl)cc(Cl)cc23)o1	-6.6
Nc1c(C(=O)NCCc2ccc(Cl)cc2)sc2nc(-c3ccc(F)cc3)ccc12	2.6
COc1ccc(/C(O)=C2\C(=O)C(=O)N(Cc3ccncc3)C2c2ccc(N(C)C)cc2)cc1 (stereo not given)	-13.6
Cc1cc(C)n(C(CC(=O)N2CCc3ccccc3C2)C(=O)O)n1 (stereo not given)	-0.5
COCCn1c(=S)[nH]c2cc(C(=O)NCCc3ccc(Cl)cc3)ccc2c1=O	-4.5
COc1ccc(C2C=C(c3ccc(Br)cc3)Nc3nnnn32)c(OC)c1 (stereo not given)	-2.4
CC(C)CCNS(=O)(=O)c1ccc2c(c1)CCN2C(=O)C1CCC1	1.5
Cc1ccc(-n2nc3c(c2NC(=O)Cc2ccc(F)cc2)CS(=O)(=O)C3)c(C)c1	5.2
C#CCOc1ccc2c(c1)c(C(=O)OCC)c(C)n2-c1ccc(OCC)cc1	-1.8
CCC(=O)N1CCc2cc(Br)cc(S(=O)(=O)Nc3cccnc3)c21	-23.1
COc1ccccc1N1CCN(C(=O)c2ccc(Cn3c(=S)[nH]c4cc5c(cc4c3=O)OCO5)cc2)CC1	-12.9
CC(C(=O)Nc1ccc(N(C)C)cc1)N1C(=O)c2ccccc2C1=O (stereo not given)	0.7
CC(=O)N1C(=O)c2cccc3cccc(c23)C(=O)N1C(C)=O	2.3
O=C(Nc1ccccc1)N1CC=C(c2ccccc2)CC1	-8.0
COc1ccc(O)c(CNc2ccccc2F)c1	-2.8
O=C(Cn1ccc2ccccc2c1=O)NCCC(=O)NC1CCCCC1	-6.0
O=C1C(=O)N(c2nc3ccccc3s2)C(c2cccnc2)/C1=C(\O)c1ccc(Cl)cc1 (stereo not given)	-13.2
O=C(CCCn1c(=O)[nH]c2ccccc2c1=O)N1CC=C(c2ccccc2)CC1	2.4
COc1ccc(OC(C)C(=O)N2CCN(c3ccccn3)CC2)cc1 (stereo not given)	12.6
CC(=O)Nc1ccccc1C(=O)C(=O)Nc1cccc(Cl)c1C	1.2
CCC(=O)Oc1c(Br)cc(C2Oc3nc(SC)nnc3-c3ccccc3N2C(=O)CC)cc1OC (stereo not given)	-2.6
Cc1cccc(Cn2c(=O)n(Cc3ccco3)c(=O)c3ccccc32)c1	-8.0
CCOc1cc(C2/C(=C(\O)c3ccc(C)cc3)C(=O)C(=O)N2CC(C)C)ccc1O (stereo not given)	-9.7
Cc1nc2ccc(Nc3nc4cc(S(=O)(=O)N5CCOCC5)ccc4o3)cc2s1	-7.0
O=C(CSc1nc2ccccc2c(=O)n1Cc1ccco1)c1ccc(F)cc1	-5.3
COc1ccc(-c2csc(NC(=O)c3cc(OC)c(OC)c(OC)c3)n2)c(OC)c1	-7.1
c1ccc(-c2cn3cccnc3n2)cc1	1.3
O=C(O)CCCC[C@@H]1CCSS1	5.9
C=CCn1c(CSc2nc3ccccc3s2)n[nH]c1=S	-11.3
CCCNC(=O)c1ccc2c(c1)ncn2-c1ccc(OC)cc1	-48.2
CSc1nc(-c2ccccc2)cc(-c2ccco2)c1C#N	1.7
Cc1ccc(-c2nc3sccn3c2Nc2ccc3c(c2)OCCO3)cc1	-0.9
O=C(Nc1ccccc1C(F)(F)F)C1CC(=O)N(c2ccccc2F)C1 (stereo not given)	-4.8
COc1cc(-c2nc3n(n2)C(c2ccncc2)C(C(N)=O)=C(C)N3)cc(OC)c1OC (stereo not given)	-9.2
Cc1nn(C)c(C)c1S(=O)(=O)N1CCC(C(=O)Nc2ccc3c(c2)OCCO3)CC1	-1.6
CCCCCCOC(=O)CCn1[nH]c(=O)c2ccccc2c1=O	-3.3&1.4
O=C(NCCC1=CCCCC1)c1ccc2c(=O)[nH]c3c(C(=O)NC4CCCC4)sc(=S)n3c2c1	-10.9
CC(C)COc1ccc(C2Nc3ccccc3S(=O)(=O)N2Cc2ccccc2)cc1 (stereo not given)	0.1
CCC(C)NC(=O)C1CCN(S(=O)(=O)N(CC)CC)CC1 (stereo not given)	-2.6
COc1ccc2[nH]c(=O)c(CN(CCN3CCCC3)C(=O)Nc3ccccc3Cl)cc2c1	-5.2

Next section (four carried over from the part before).
SMILES	14-3-3g Raf
O=C(NCCC1=CCCCC1)c1ccc2c(=O)[nH]c3c(C(=O)NC4CCCC4)sc(=S)n3c2c1	-10.9
CC(C)COc1ccc(C2Nc3ccccc3S(=O)(=O)N2Cc2ccccc2)cc1 (stereo not given)	0.1
CCC(C)NC(=O)C1CCN(S(=O)(=O)N(CC)CC)CC1 (stereo not given)	-2.6
COc1ccc2[nH]c(=O)c(CN(CCN3CCCC3)C(=O)Nc3ccccc3Cl)cc2c1	-5.2
Cc1ccc(C2=NN(CC(=O)N3CCN(c4ccccn4)CC3)C(=O)CC2)cc1	-11.2
CCOc1cc(S(=O)(=O)N2CCN(Cc3ccccc3)CC2)ccc1Br	6.3
c1cnc(Oc2ccc(-c3nnco3)cc2)cn1	4.8
CC(=O)Nc1ccc(S(=O)(=O)Nc2nc(C)cc(-n3nc(C)cc3C)n2)cc1	-9.9
Cc1ccc(C(=O)COC(=O)c2cc(=O)[nH]c3ccccc23)cc1[N+](=O)[O-]	-1.7
CCn1ncc(C(=O)NCc2cccc(C(F)(F)F)c2)c1C	-7.3
Cc1cccc(NC(=O)CCN2C(=O)C3C4C=CC(C4)C3C2=O)c1C (stereo not given)	-7.1
COc1ccc2[nH]c(-c3ccccc3)nc(=S)c2c1	-4.1
CN(CCc1ccccn1)C(=O)c1ccc(Cn2c(=S)[nH]c3ccc(Br)cc3c2=O)cc1	-2.5
O=C(O)CCC1=NS(=O)(=O)c2ccccc2N1	2.4
Cc1ccc(N2CC(C(N)=O)CC2=O)cc1 (stereo not given)	-4.5
Cc1[nH]c(=S)[nH]c(=O)c1CCC(=O)O	-2.6
Cc1ccc(NC(=O)C2CC(=O)N(C)C(=Nc3cccc(F)c3)S2)cc1Cl (stereo not given)	1.5
CC1(C)Cc2ccccc2C(Nc2ccc(S(N)(=O)=O)cc2)=N1	-1.5
COc1ccc(C(CC(=O)O)NS(=O)(=O)c2ccc(C)cc2)cc1OC (stereo not given)	-2.5
COC(=O)c1ccc(OCC(=O)Nc2nn(-c3ccccc3)nc2C(N)=O)cc1	-7.4
O=S1(=O)N=C(C2CCNCC2)Nc2ccccc21	0.6
O=C(Cn1c(=O)oc2ccccc21)Nc1ccc2c3c(cccc13)CC2	-18.7
CCOC(=O)Cc1csc(NC(=O)CSc2nc3cccnc3n2CC)n1	-3.7
C=CCn1c(=S)[nH]c2ccc(N3CCOCC3)cc2c1=O	-1.0

Overlap with the part before: 3 entries; new compounds follow.
SMILES	14-3-3g Raf
O=C(Cn1c(=O)oc2ccccc21)Nc1ccc2c3c(cccc13)CC2	-18.7
CCOC(=O)Cc1csc(NC(=O)CSc2nc3cccnc3n2CC)n1	-3.7
C=CCn1c(=S)[nH]c2ccc(N3CCOCC3)cc2c1=O	-1.0
O=C(O)c1cc(C(=O)O)cc(N2C(=O)c3ccc(C(=O)c4ccc([N+](=O)[O-])cc4)cc3C2=O)c1	-2.7
CCOc1ccc(N(C(C)C(=O)NCc2ccccn2)S(C)(=O)=O)cc1 (stereo not given)	-11.9
O=S(=O)(Nc1ccccn1)c1ccc(Oc2ccccc2)cc1	-4.7&-6.7
S=C(c1ccc(N2CCOCC2)cc1)N1CCOCC1	-4.5
Cc1ccccc1C(=O)N(C)Cc1ccccc1	2.0
CC(=O)Nc1cccc(NS(=O)(=O)Cc2ccc(Cl)cc2)c1	-7.0
COCCSc1ccccc1C(=O)Nc1nccs1	-5.1
CCOC(=O)C(NC(C)=O)(Nc1ccc(S(=O)(=O)Nc2onc(C)c2C)cc1)C(F)(F)F (stereo not given)	-6.7
COC(=O)c1c(N)n(-c2cccc(C)c2C)c2nc3ccccc3nc12	-21.5
CCCN(C(=O)Cc1c(C(=O)O)[nH]c2ccccc12)c1ccc(F)cc1	0.7
CC(=O)Oc1cccc2c1C(=O)c1c(OC(C)=O)cc(C(=O)O)cc1C2=O	-8.3
CC(C)[C@H](NC(=O)CCn1nnc2ccccc2c1=O)C(=O)O	3.8
COCC(C)n1c(C)cc(C(=O)COC(=O)c2oc3ccccc3c2C)c1C (stereo not given)	-1.8
CCC(C#CCN1CCOCC1)OC(C)=O (stereo not given)	10.7
COC(=O)C1=C(C)NC(=O)NC1c1cc(Cl)c(O)c(OC)c1 (stereo not given)	0.8
COc1ccc(-c2cc(C(=O)N3CCN(c4ccccc4OC)CC3)no2)cc1OC	-5.1
COc1ccc(-c2noc(CN(C(=O)C(C)(C)C)C(C)C)n2)cc1	-2.8
COc1ccc2cc3cc(C(=O)Nc4cccnc4)sc3nc2c1	-17.1
Cc1ccsc1C1C=C(c2cccc(Br)c2)Nc2ncnn21 (stereo not given)	3.6&-12.9
Cc1ccc(C2(c3ccc(C)cc3)CC2C(=O)NC(C)(C)C)cc1 (stereo not given)	-3.5
COc1ccc(C)cc1NC(=O)NC1CCN(Cc2ccccc2)CC1	-5.9
NC(=O)CSc1nc2c(sc3ccccc32)c(=O)n1-c1ccccc1	6.0
COc1cc(NC(=O)c2c(-c3ccccc3Cl)noc2C)c2ncccc2c1	-2.5&-7.7
CC(=O)Oc1ccc(C(=O)Nc2cc(Cl)ccc2C(=O)O)cc1	-4.2
CC1=CC(C)(C)N(C(=O)CSc2nnc(-c3ccccc3)o2)c2ccc(C)cc21	0.2
Cc1cc(C)c(C#N)c(Oc2ccc(O)cc2)n1	-2.1
O=C(CNS(=O)(=O)c1ccc(Br)s1)NCc1ccc2c(c1)OCO2	-5.5&-4.9
O=C1NC(=Nc2ccccc2)SC1Cc1ccc(Cl)cc1 (stereo not given)	20.4
O=[N+]([O-])c1ccc(-c2csc(=Nc3ccccc3)n2-c2ccccc2)cc1	3.0
CC(C)Oc1cccc(C(=O)Nc2ccc([N+](=O)[O-])cc2)c1	19.3
Cc1oc(-c2cc(Cl)ccc2Cl)cc1-c1nn2c(C)nnc2s1	-4.5
COc1cc(NC(=O)Cc2ccccc2OC)cc(OC)c1	-5.2
Cc1cccc(N2CCN(C(=O)CCN3C(=S)NC(C)(C)CC3C)CC2C)c1 (stereo not given)	-4.9
CCCSc1nc(-c2ccccc2)nc2c1CCCC2	2.5
CCOC(=O)C1CCCN(C(=O)c2cc3cc4ccc(C)cc4nc3s2)C1 (stereo not given)	-5.9
COCc1nnc(NC(=O)CCCOc2ccccc2)s1	-4.4
CCN(CC)C(C(=O)NC1CCCC1)c1ccc(Cl)cc1 (stereo not given)	-12.8
CCOc1ccc(C(=O)Nc2c3c(nn2-c2ccccc2C)CSC3)cc1OCC	-0.9
CCOC(=O)Nc1ccc(S(=O)(=O)NCCCN2CCOCC2)cc1	0.8
COc1cc(OC)cc(C(=O)N2CCN(C(=O)c3cc(OC)cc(OC)c3)CC2)c1	4.6
O=C(O)c1ccc(NC(=O)C2(c3ccccc3)CCOCC2)cc1	-4.3
CCN(CC)C(=O)CSC1=Nc2ccccc2C2=NC(c3ccccc3)C(=O)N12 (stereo not given)	-4.6
CCOC(=O)C1=C(C)N=c2s/c(=C/c3ccco3)c(=O)n2C1c1cccc(OC)c1 (stereo not given)	-101.7
COc1cc(C(=O)N2N=C(c3ccc4ccccc4c3)CC2c2ccccc2)cc(OC)c1OC (stereo not given)	12.6
CC1(C)Cc2ccccc2-c2nc(CN3CCOCC3)[nH]c(=O)c21	-1.1
CCC(C)NC(=O)C1c2ccccc2C(=O)N2CCc3ccccc3C12 (stereo not given)	-8.3
CCn1cc(CN(C)C(=O)CSc2nc(-c3ccco3)cc(C(F)(F)F)n2)c(C)n1	-8.8&-29.6
COc1ccc(NC(=O)c2c(NC(=O)COc3ccc(Cl)cc3)sc3c2CCC3)cc1	-38.8
CC(C)CC(c1nnnn1C(C)C)N1CCN(c2cccc(Cl)c2)CC1 (stereo not given)	0.4
COC(=O)c1c(NC(=O)C(C)Oc2ccccc2)sc2c1-c1ccccc1CC2 (stereo not given)	-26.0

Remaining list, next part:
SMILES	14-3-3g Raf
COC(=O)CN1C(c2ccc(O)cc2)Nc2ccc(Br)cc2C1c1ccccc1 (stereo not given)	-4.4
COc1ccc(Cl)cc1NC(=O)c1cnn2c1NC(c1cccs1)CC2C(F)(F)F (stereo not given)	-2.8
CCOC(=O)C1CCN(S(=O)(=O)c2ccc(OCC(=O)OC)cc2)CC1	-12.6
COc1cc([N+](=O)[O-])ccc1NC(=O)CN1C(=O)c2ccccc2C1=O	-4.6
O=C(NCCc1ccc(Cl)cc1)c1ccc(N2CC3CC(C2)c2cccc(=O)n2C3)c(NS(=O)(=O)c2ccc(Br)cc2)c1 (stereo not given)	-64.0
CCOC(=O)c1c(NC(=O)C(C)(C)C)sc(C(=O)Nc2cc(C)ccc2C)c1C	-1.6
Cc1ccc2oc(-c3cc(NC(=O)c4cccc([N+](=O)[O-])c4)ccc3Cl)nc2c1	-23.7
